Source: PubChem BioAssay
UBC9 SUMO inh – SUMOylation inhibition. 290,000 tested, 0.36% active. AID 2006. P63279. HTRF SUMOylation assay, SAE1/SAE2 + UBC9, in vitro. inhibition, % at 35 µM; in the data active means inhibition above about 50%, passing the limit was not always enough; further: strong numbers were not always called active
Target sequence (P63279 whole entry, looked up): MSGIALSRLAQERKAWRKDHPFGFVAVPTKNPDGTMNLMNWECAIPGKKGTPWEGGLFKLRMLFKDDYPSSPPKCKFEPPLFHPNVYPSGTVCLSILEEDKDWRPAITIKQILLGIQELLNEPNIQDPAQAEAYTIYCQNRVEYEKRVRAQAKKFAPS
HCV NS3 hel inh – HCV NS3 helicase inhibition | 290,000 tested, 0.56% active | inhibition, % at 10.9 µM | NS3 helicase DNA unwinding, Cy5 molecular beacon fluorescence;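 active means inhibition above the mean of all tested compounds plus 3 SD, set per campaign, cut at about 35% in these data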;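 further: 0% = DMSO wells and 100% = thioflavine S control wells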
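Test system: hepatitis C virus NS3 helicase domain fragment enzyme. Also added: annealed dual-labelled DNA beacon duplex, ATP-started. Timing: 60 min unwinding reaction at 25 °C after ATP addition. Technique: Cy5 fluorescence. Measure: % inhibition of unwinding.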
IMP-1 inhibitor – inhibitors of Pseudomonas aeruginosa IMP-1 metallo-beta-lactamase. inhibition, % at 5.6 µM. AID 1556. 290,000 tested, 0.45% active. purified IMP-1, nitrocefin hydrolysis, epi-absorbance fluorescence;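 active means inhibition above the mean plus 3 SD of all compounds in the same screening run, cut at about 4.5% in these data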;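 further: 0% = IMP-1 with DMSO and 100% = DMSO wells lacking enzyme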
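system = purified recombinant IMP-1 beta-lactamase | amount = 0.2 nM IMP-1, as dispensed | medium = HEPES buffer pH 7.1 with ZnSO4 and Brij 35 | times = 25 °C, 15 min preincubation, 25 min reaction | detection = plate fluorescence quenching by hydrolysis product, ex 480/em 530 nm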
IDE act – boosts human insulin-degrading enzyme activity in HEK cells | P14735 | FAbeta-B cleavage, fluorescence polarization; 0% vehicle, 100% cell-free pure enzyme wells | activation, % at 5.96 µM | 340,000 tested, 0.073% active | AID 493087;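 active means activation above the mean of all tested compounds plus 3 SD, set per screening campaign, cut at about 17% in these data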
pCIP destab – p/CIP protein destabilization; F442A p/CIP-EGFP cells, EGFP fluorescence, 16 h; decrease of EGFP signal, % at 10 µM; Q05BA5; 290,000 tested, 0.01% active;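 active means EGFP signal decrease of at least 30% at 10 µM or well 3 SD below plate mean, unless failing retest; inactive means the rest, including hits failing retest or dose response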; further: some compounds called inactive have numbers as strong as hits; many of its hits are not listed in these tables
VIM-2 inh – inhibitors of Pseudomonas aeruginosa VIM-2 metallo-beta-lactamase; inhibition, % at 5.6 µM; 290,000 tested, 0.89% active; AID 1527; purified VIM-2, nitrocefin hydrolysis, epi-absorbance fluorescence;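 active means inhibition above the mean of all tested compounds plus 3 SD, cutoff set per screening run, cut at about 7.5% in these data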;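 further: red hydrolysis product quenches plate fluorescence so inhibitors raise well fluorescence; 0% = enzyme with DMSO and 100% = DMSO without enzyme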
DNA FID counter – counter-screen for HCV NS3 helicase inhibitors: DNA intercalator displacement | AID 1845 | 290,000 tested, 0.17% active | inhibition, % at 7.9 µM | DNA fluorescent intercalator displacement, fluorescence; in the data active means inhibition above about 37%;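 further: 0% = vehicle and 100% = reference compound; higher means more ethidium bromide displaced from hairpin DNA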
PHOSPHO1 block – blocks human PHOSPHO1 phosphatase activity. Q8TCT1. recombinant PHOSPHO1, absorbance phosphatase assay. inhibition, % at 13.3 µM. 290,000 tested, 1.1% active; in the data active means inhibition above about 60%
Target sequence (Q8TCT1 whole entry, looked up): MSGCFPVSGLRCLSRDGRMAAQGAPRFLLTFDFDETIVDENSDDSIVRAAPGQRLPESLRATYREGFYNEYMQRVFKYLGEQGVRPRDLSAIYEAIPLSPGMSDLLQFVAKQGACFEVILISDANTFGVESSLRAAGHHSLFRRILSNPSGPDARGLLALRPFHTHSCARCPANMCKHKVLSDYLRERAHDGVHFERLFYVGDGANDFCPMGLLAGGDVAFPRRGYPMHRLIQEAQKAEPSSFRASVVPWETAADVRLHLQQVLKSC
MEKK3 PB1 HTS – raises or lowers MEK5 binding to the human MEKK3 PB1 domain. Q99759. bead-based flow cytometry, Alexa488-MEK5 binding to MEKK3; actives lie on both sides; 0 = blocked by unlabeled MEK5, 100 = vehicle. binding response (% of control), % at 10 µM. 290,000 tested, 1.4% active. AID 1529;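 active means binding response more than 3 SD above or below the average of its plate-row segment, actives on both sides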;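 further: Alexa488 bead fluorescence after subtracting the streptavidin-only scavenger bead signal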
Target sequence (Q99759 whole entry, looked up, the tested form may be a part): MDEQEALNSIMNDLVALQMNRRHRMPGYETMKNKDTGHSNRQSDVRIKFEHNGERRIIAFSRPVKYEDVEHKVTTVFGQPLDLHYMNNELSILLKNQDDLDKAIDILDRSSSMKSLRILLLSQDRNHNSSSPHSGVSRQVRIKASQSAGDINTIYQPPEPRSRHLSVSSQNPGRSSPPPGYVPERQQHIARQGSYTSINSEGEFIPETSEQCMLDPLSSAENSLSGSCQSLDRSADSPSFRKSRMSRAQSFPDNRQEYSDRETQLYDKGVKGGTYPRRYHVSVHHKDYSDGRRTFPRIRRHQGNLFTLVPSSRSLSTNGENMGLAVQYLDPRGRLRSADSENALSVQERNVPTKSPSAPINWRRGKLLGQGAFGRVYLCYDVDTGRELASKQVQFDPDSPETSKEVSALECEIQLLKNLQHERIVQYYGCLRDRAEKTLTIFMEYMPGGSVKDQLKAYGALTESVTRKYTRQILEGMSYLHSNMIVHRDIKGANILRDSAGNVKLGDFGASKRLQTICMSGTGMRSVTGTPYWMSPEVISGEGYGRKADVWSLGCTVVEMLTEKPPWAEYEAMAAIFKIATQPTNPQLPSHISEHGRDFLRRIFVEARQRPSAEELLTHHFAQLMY
* = called active by the depositor; nt = not tested or not shown.

SMILES	UBC9 SUMO inh	HCV NS3 hel inh	IMP-1 inhibitor	IDE act	pCIP destab	VIM-2 inh	DNA FID counter	PHOSPHO1 block	MEKK3 PB1 HTS
Cc1cc(OCCCCN2C(=O)NC(C)(C)C2=O)ccc1[N+](=O)[O-]	-2	0	0.3	-1	-17	-0.1	-7	30	99
COc1ccc(/C=C2\N=C(C)N(c3ccc4ccccc4c3)C2=O)cc1OC	1	-15	-2.4	-3	4	-0.1	-25	2	208*
COc1ccc2nc3ccccc3nc2c1NC(=O)c1ccccc1Cl	-3	-4	-1.0	-3	-9	0.9	-8	28	98
CC(=O)/C(=N\Nc1ccc(C)cc1)N1CCOCC1	-14	-1	0.8	-4	7	3.8	3	65*	102
Cc1cc(C(=O)COC(=O)c2ccncc2)c(C)n1Cc1ccco1	46	9	-3.9	6	6	-2.9	-11	-78	99
CC1CN(C(=S)Nc2ccc(S(N)(=O)=O)cc2)CC(C)O1 (stereo unspecified)	-6	0	-6.5	2	1	-2.6	-3	38	99
CCC1(C)N([O-])C(C)=C(c2ccccc2)[N+]1=O (stereo unspecified)	18	2	-1.7	4	2	-3.9	0	13	102
CCN(CC)CCn1c(SCC(=O)NCCC2=CCCCC2)nc2c(sc3ccccc32)c1=O	13	-30	-1.7	3	2	-3.5	2	-10	104
Cc1c(C)c2c(OCC(=O)O)cc3c(c2oc1=O)CCC(C)(C)O3	49	2	-1.7	0	-4	0.7	-23	33	110
Cc1ccc(-n2cc(S(=O)(=O)c3ccc(C)cc3)[nH]c2=O)cc1	4	1	-4.0	2	-4	-3.7	-24	-8	98
CCN(CC)C(=O)CSc1nc(Cc2ccccc2)nc2ccccc12	5	-16	-3.6	2	-11	-3.2	-36	41	110
O=C(O)c1ccc(Nc2ncnc3scc(-c4ccccc4)c23)cc1	25	6	-1.0	12	10	0.9	3	-15	97
Cc1cc(C)cc(OCC(=O)OCC(=O)c2cc(C)n(C3CC3)c2C)c1	-14	12	1.7	3	6	0.0	-9	26	104
CCOc1ccccc1NC(=O)Cn1nc(-c2ccco2)ccc1=O	24	16	-1.2	3	-13	-1.9	-18	36	101
CCOC(=O)C(=O)c1csc(NC(=O)COc2ccc(N(C)S(=O)(=O)c3ccc(F)cc3)cc2)n1	25	3	-3.6	4	-2	-4.9	-44	6	99
O=C(CCCn1c(=S)[nH]c2ccccc2c1=O)N1CCOCC1	0	-12	-2.1	1	3	-1.0	4	14	99
CC(C)(O)C#Cc1ccc(CN2CCCC(CO)(Cc3cccc(Cl)c3)C2)cc1 (stereo unspecified)	18	-34	0.6	2	-3	-2.5	14	-6	103
CCOC(=O)c1ccccc1NC(=O)C=C(C)C	4	5	-0.9	-4	-12	-2.5	3	-9	98
Nc1n[nH]c(N)c1N=Nc1cccc(C(F)(F)F)c1	-7	-1	-2.6	0	5	-3.4	-1	24	105
CCc1cc(C(=O)N/N=C/c2c(C)[nH]c3ccccc23)cs1	-17	5	-2.6	2	-2	-1.1	4	-4	95
Cc1cc(NC(=O)CSc2ccc(Cl)cc2)no1	1	2	-1.8	2	-3	-0.7	3	37	89
O=C(O)CCC(=O)Nc1ccc(S(=O)(=O)c2ccc(NC(=O)CCC(=O)O)cc2)cc1	19	7	-3.8	3	-8	-4.5	-8	39	102
CCCCSCCCNC(=O)C1CCC(CNS(=O)(=O)c2ccccc2)CC1 (stereo unspecified)	18	7	-3.8	2	-8	-2.9	-43	nt	109
CCN(CC)C(=O)C1CCCN(C(=O)Nc2ccc3nsnc3c2)C1 (stereo unspecified)	nt	-1	-2.0	-1	-12	-2.3	-15	11	111
Cc1cccc(NC(=O)c2cnc3sccn3c2=O)c1	9	6	-3.5	3	-14	-3.4	-9	52	103
CC(NC(=O)CN1CCOCC1)c1ccc(F)cc1 (stereo unspecified)	10	-2	-2.7	0	-12	-0.4	-4	18	105
CCOC(=O)c1cc(=O)cc(C(=O)OCC)o1	17	6	0.1	4	-14	1.0	1	16	107
CCc1nnc(NC(=O)CSc2nnc(Cc3ccccc3)n2-c2ccc(OC)cc2)s1	22	2	-3.0	3	-10	-1.8	-8	-14	95
CCn1cc(Br)c(C(=O)Nc2nccs2)n1	2	-1	-2.0	2	0	-2.4	-1	45	103
CC(=O)Oc1cccc(N2C(=O)c3ccc(C(=O)Nc4c[nH]c(=O)[nH]c4=O)cc3C2=O)c1	3	31	-2.8	-5	-7	-3.1	-1	-26	96
COc1ccc(NC(=O)CSc2c3c(nc4ccccc24)CCC3)c(OC)c1	1	-2	-3.5	-2	1	-3.5	-28	-37	89
O=C(Cn1nnc(-c2ccc(Cl)cc2)n1)NCc1ccco1	13	9	-2.1	3	-10	-2.4	1	6	106
Cc1ccc(C)c(NC(=O)CCc2nnc3ccc(N4CCCC4)nn23)c1	6	-2	-1.5	3	-11	-3.9	-42	38	101
COc1cc2c3c(c1)C1(C(=O)N3C(C)(C)C=C2C)C(C#N)=C(N)Oc2cc(O)ccc21 (stereo unspecified)	-1	-12	-5.9	9	-13	-0.2	-31	-23	91
CCc1ccccc1-n1c(SCC(=O)N2CCCC2)nnc1-c1ccccn1	3	2	-4.7	2	-10	-1.7	-14	17	91
COc1ccc2[nH]c(C(=O)O)c(CCNC(C)=O)c2c1	1	3	-0.8	1	1	0.6	4	18	nt
CC(C)C(NC(=O)c1ccc(C(C)(C)C)cc1)C(=O)NCC(c1ccccc1)N(C)C (stereo unspecified)	3	-58	2.8	2	7	-0.3	37*	1	93
COc1ccc(N(CC(=O)N2CCN(Cc3ccc4c(c3)OCO4)CC2)S(=O)(=O)c2ccc(F)cc2)cc1	22	-28	-2.2	5	-1	-1.9	-16	15	94
Cc1cc(C)n(/N=C/c2cc(Cl)cc(Cl)c2O)c(=O)c1	15	11	-4.1	-1	-12	-4.5	0	56	102
COC(=O)c1ccc(CSc2nccn2C)cc1	4	11	-1.8	2	0	0.8	1	11	103
O=[N+]([O-])c1ccc(CSc2ncnc3ccccc23)cc1	2	5	-2.4	2	21	-1.4	-4	-12	104
CSc1nccc(N/N=C/c2ccccc2)n1	-4	-2	0.1	4	-11	-0.8	-6	24	103
N#Cc1nc(-c2ccccc2F)oc1N1CCCC1	3	0	-3.1	-3	8	-2.7	-3	14	85
N#C/C(=C\c1cc(Cl)cc(Cl)c1O)C(=O)NC1CCCCC1	27	20	-1.1	4	-1	-1.2	-5	17	108
COc1ccc(NC(=O)CCCCCN2C(=O)c3ccccc3C2=O)c(OC)c1	7	-7	-4.2	4	-10	-3.5	-34	35	103
O=C(Nc1ccc(S(=O)(=O)N2CCOCC2)cc1)c1ccc([N+](=O)[O-])cc1Cl	-6	0	-5.1	0	-5	-0.5	7	9	102
Cc1cccc(NC(=S)NCCc2ccc(S(N)(=O)=O)cc2)c1C	9	-3	-4.0	3	1	-2.7	-5	9	121
O=C(COc1ccc2c3c(c(=O)oc2c1)CCC3)NC1CCCCC1	-2	-1	-3.4	-4	-19	-1.0	-4	-16	98
CCN(c1ccccc1)S(=O)(=O)c1ccc(Cl)c(C(=O)O)c1	-11	-4	0.3	0	-11	-0.4	-2	17	103
Cc1cc(C)nc(NS(=O)(=O)c2ccc(NC(=O)c3nn(-c4ccccc4)ccc3=O)cc2)n1	nt	8	-1.9	2	-6	-7.4	-14	41	103
CC(=O)c1ccc(OCCCC(=O)Nc2cccc(-c3nn[nH]n3)c2)cc1	-12	10	-1.1	-1	6	-1.4	-18	20	101
COc1ccccc1/C=C/C(=O)Oc1cccc2cccnc12	23	-18	-3.5	3	-2	-2.8	-9	37	103
CC1Sc2ccc(S(=O)(=O)CCC(=O)Nc3ccccc3Cl)cc2NC1=O (stereo unspecified)	-2	4	-3.7	-1	-7	-2.4	-25	33	102
CCOC(=O)N1CCN(Cc2ccccc2Cl)CC1	-9	3	-2.5	-8	-13	-4.8	0	19	104
CCOc1ccc(-n2c(C)c(C(=O)OC)c3cc(O)ccc32)cc1	12	2	-0.4	-2	-3	0.8	-26	37	113
COc1ccc(CN(C)C(=O)c2[nH]c(C)c(C(C)=O)c2C)cc1F	7	5	-0.9	4	-3	-0.8	-14	14	101
C1=CCC(CN2CCN(C3CCCCCC3)CC2)CC1 (stereo unspecified)	6	-2	0.9	6	8	1.5	20	11	92
COc1ccc(CCNC(=O)c2cc(S(=O)(=O)N3CCCC3)cn2C)cc1OC	-9	-2	-4.1	8	-11	0.7	-23	7	101
CCC(=O)Nc1cccc(-c2nnc(-c3cccc(NC(=O)CC)c3)o2)c1	-18	-11	-2.6	0	-13	-1.5	-26	-30	94
CCCCNC(=S)NNC(=O)c1csc2ccccc12	14	14	-5.1	-5	0	-2.4	-1	62*	96

4 consecutive entries already listed:
SMILES	UBC9 SUMO inh	HCV NS3 hel inh	IMP-1 inhibitor	IDE act	pCIP destab	VIM-2 inh	DNA FID counter	PHOSPHO1 block	MEKK3 PB1 HTS
C1=CCC(CN2CCN(C3CCCCCC3)CC2)CC1 (stereo unspecified)	6	-2	0.9	6	8	1.5	20	11	92
COc1ccc(CCNC(=O)c2cc(S(=O)(=O)N3CCCC3)cn2C)cc1OC	-9	-2	-4.1	8	-11	0.7	-23	7	101
CCC(=O)Nc1cccc(-c2nnc(-c3cccc(NC(=O)CC)c3)o2)c1	-18	-11	-2.6	0	-13	-1.5	-26	-30	94
CCCCNC(=S)NNC(=O)c1csc2ccccc12	14	14	-5.1	-5	0	-2.4	-1	62*	96

Next section:
SMILES	UBC9 SUMO inh	HCV NS3 hel inh	IMP-1 inhibitor	IDE act	pCIP destab	VIM-2 inh	DNA FID counter	PHOSPHO1 block	MEKK3 PB1 HTS
CC(C)OC(=O)c1ccc(NC(=O)Cn2c(-c3nonc3N)nc3ccccc32)cc1	12	12	0.5	-1	1	-1.8	-14	8	108
Cc1ccccc1C(=O)NC1CCN(CC(=O)NCc2cccs2)CC1	17	2	-2.1	4	4	-2.0	-2	-12	101
COCCN1C(=O)N[C@@H](c2ccco2)C(C(C)=O)=C1C	8	2	-1.6	4	0	-0.9	2	18	99
COc1cc(S(=O)(=O)N2CCCCC2)ccc1NC(C)=O	12	10	-4.2	8	2	-1.0	-6	-9	96
O=C(c1cnn(-c2ccccc2)c1)c1ccc2ccccc2c1O	-4	5	-2.1	5	2	-0.5	-5	-4	107
C/C(Cc1ccccc1)=N\NC(=O)CNC(=O)c1ccc2c(c1)OCCO2	9	4	-1.8	0	2	-4.4	-28	22	90
O=C(O)CSc1nnc(Cn2nnc3ccccc32)n1CCc1ccccc1	20	5	-3.4	3	-8	-1.4	-28	23	99
CC1(C)C(=O)OC(c2c(F)c(F)c(F)c(F)c2F)C2(CCCCC2)C1=O (stereo unspecified)	10	5	-0.1	8	-4	-0.8	-1	12	101

Single records (already shown).
`Cc1ccccc1C(=O)NC1CCN(CC(=O)NCc2cccs2)CC1` as listed: UBC9 SUMO inh: 17; HCV NS3 hel inh: 2; IMP-1 inhibitor: -2.1; IDE act: 4; pCIP destab: 4; VIM-2 inh: -2.0; DNA FID counter: -2; PHOSPHO1 block: -12; MEKK3 PB1 HTS: 101
`C/C(Cc1ccccc1)=N\NC(=O)CNC(=O)c1ccc2c(c1)OCCO2` as listed: UBC9 SUMO inh: 9; HCV NS3 hel inh: 4; IMP-1 inhibitor: -1.8; IDE act: 0; pCIP destab: 2; VIM-2 inh: -4.4; DNA FID counter: -28; PHOSPHO1 block: 22; MEKK3 PB1 HTS: 90

This is a subset. The share of hits here may be higher or lower than overall.
